A-T KAP1 phos = potential ataxia-telangiectasia treatments restoring KAP-1 phosphorylation. […] A-T fibroblasts, KAP-1 phosphorylation AlphaLISA; neocarzinostatin DNA damage 30 min before lysis. Potency, µM (top dose mostly 57.5 µM), for the others: at the highest dose activation, actives largely listed as activators. actives 0.19% (n = 320,000); further: potency means the concentration at half of the fitted maximal effect; % of control where 0% means no effect; nearly all actives have a fitted effect of over 45% in size
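ATM-like activity read as KAP-1 phosphorylation via AlphaLISA donor/acceptor antibody pairs after lysis and 6 hr at 25C. Cells were ATM-null patient fibroblasts ([…], hTERT), dosed 60 min, then exposed to the DSB inducer NCS for 30 min.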
Menin-MLL TR inh = menin-MLL binding inhibition, Texas Red mutant peptide; Potency, µM (doses to about 61.6 µM), without a hit: at the highest dose FP activity change, negative = inhibition, most hits filed as inhibitors; AID 1768; O00255; Menin + Texas Red MLL mutant peptide, fluorescence polarization; actives 0.23% (n = 270,000); active means well fitted inhibition curve with a large enough effect in the polarisation, with a control signal flat, not every such curve was filed as active; inconclusive means small, poorly fitted or top-dose-only effect, or effect the other way, or a change in a side signal; inactive means no such curve, though single readings can be large or run the other way; the % refers to the polarisation; further: potency means the concentration at half of the fitted maximal effect; % of control where 0% means no effect; many of its hits are not listed in these tables
Target sequence (O00255 whole entry, looked up): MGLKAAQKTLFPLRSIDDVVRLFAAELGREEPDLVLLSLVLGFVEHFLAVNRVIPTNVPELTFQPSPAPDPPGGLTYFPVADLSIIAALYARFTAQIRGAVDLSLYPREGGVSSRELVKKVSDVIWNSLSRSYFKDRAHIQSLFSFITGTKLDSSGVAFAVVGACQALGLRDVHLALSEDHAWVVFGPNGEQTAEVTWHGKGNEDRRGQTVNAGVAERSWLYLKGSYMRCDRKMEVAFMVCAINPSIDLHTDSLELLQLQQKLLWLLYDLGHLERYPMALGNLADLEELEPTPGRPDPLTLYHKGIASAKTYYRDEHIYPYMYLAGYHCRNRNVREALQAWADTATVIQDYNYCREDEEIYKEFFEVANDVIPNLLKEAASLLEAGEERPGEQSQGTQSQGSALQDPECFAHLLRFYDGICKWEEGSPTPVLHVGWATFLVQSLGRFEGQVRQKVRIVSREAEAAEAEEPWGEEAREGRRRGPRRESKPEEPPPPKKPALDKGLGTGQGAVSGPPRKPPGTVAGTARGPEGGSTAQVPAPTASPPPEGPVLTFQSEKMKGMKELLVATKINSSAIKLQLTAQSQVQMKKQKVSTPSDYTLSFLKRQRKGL
ASM inhibitor = human S-ASM enzyme inhibition; P17405; actives 0.006% (n = 340,000); placental ASM, HMU-PC fluorogenic substrate, 60 min; Potency, µM (titrated, usually from 57.5 µM), for inactives: at the highest dose activity change, negative = inhibition, actives largely listed as inhibitors; AID 504937; further: potency means the concentration at half of the fitted maximal effect
Target sequence (P17405 47-631 limits assumed): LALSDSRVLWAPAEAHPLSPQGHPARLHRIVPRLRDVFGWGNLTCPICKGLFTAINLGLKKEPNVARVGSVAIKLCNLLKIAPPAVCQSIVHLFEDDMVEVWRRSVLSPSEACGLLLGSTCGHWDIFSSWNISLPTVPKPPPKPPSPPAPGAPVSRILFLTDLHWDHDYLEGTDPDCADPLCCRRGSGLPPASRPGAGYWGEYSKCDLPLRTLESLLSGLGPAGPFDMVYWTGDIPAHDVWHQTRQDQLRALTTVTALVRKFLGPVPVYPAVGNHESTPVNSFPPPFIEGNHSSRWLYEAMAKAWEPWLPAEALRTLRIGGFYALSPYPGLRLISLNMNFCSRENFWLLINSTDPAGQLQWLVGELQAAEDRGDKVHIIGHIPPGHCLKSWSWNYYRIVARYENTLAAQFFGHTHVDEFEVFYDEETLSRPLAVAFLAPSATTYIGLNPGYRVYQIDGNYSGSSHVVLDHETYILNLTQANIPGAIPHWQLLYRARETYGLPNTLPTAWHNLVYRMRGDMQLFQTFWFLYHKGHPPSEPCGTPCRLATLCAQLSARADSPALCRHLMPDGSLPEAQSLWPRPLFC
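Fluorogenic HMU-PC substrate (9 uM final) is turned over by placental ASM in 60 min at 37 C after a 10 min compound preincubation. Reaction ended by alkaline stop (pH 10), with fluorescence read at 386/447 nm.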
MLL CXXC-DNA inh = inhibitors of human MLL CXXC domain-DNA interaction | actives 0.037% (n = 290,000) | Q03164 | Potency, µM (doses to about 115 µM), for the others: at the highest dose activity change, negative = inhibition, usual class: inhibitors | MLL-CXXC / FITC-HOXA9 DNA fluorescence polarization; active means well fitted inhibition curve with a large enough effect in the polarisation, with a control signal flat, not every such curve was filed as active; inconclusive means small, poorly fitted or top-dose-only effect, or effect the other way, or a change in a side signal; inactive means no such curve, though single readings can be large or run the other way; the % refers to the polarisation; further: potency means the concentration at half of the fitted maximal effect
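Fluorescence polarization: 7 uM MLL-CXXC (stock) preincubated 5 min with compounds, then 50 nM fluorescein-HOX-A9 DNA (stock) added; 30 min ambient. Buffer 50 mM Tris-HCl pH 7.5, 50 mM NaCl, 1 mM DTT, 0.05% BSA.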
a7 integrin act = activators of alpha7 integrin expression for muscular dystrophy | AID 624291 | actives 0.064% (n = 350,000) | alpha7betagal myoblasts, beta-gal FDG fluorescence, 48 h | Potency, µM (titrated, usually from 38.3 µM), for inactives: at the highest dose activation, most hits filed as activators;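 further: potency means the concentration at half of the fitted maximal effect; 100% = response of the positive control SU9516; nearly all actives have a fitted effect of over 60% in size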
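alpha7betagal+/- myoblasts (passage 13, 250/well) treated 48 h at 37C with compounds at 1:260 dilution of DMSO stock. Lysed, then beta-galactosidase activity read as FDG fluorescence (ex 480/em 540) after 30 min, with pre-read for autofluorescence.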
TSHR antagonist = blocks TSH signaling through the human TSH receptor; P16473; TSHR-expressing cells, TSH-stimulated cAMP HTRF, 2 h; hits give low values; activity change, negative = inhibition, % at 11.5 µM; actives 0.2% (n = 330,000);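 active means activity change below a set negative limit, meaning inhibition stronger than a set level, cut at about -70% in these data; inconclusive means activity change between two set negative limits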; further: on the % scale 0 is the no-effect control and ±100 the full control effect
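Cell-based HTRF cAMP assay; TSHR cells + compound, TSH EC80 (4nM final), 2 h, 37 deg C. Lysis with anti-cAMP cryptate and cAMP-d2, 30 min RT, read 665/620 nm.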
TCR activator = activators of T cell receptors; primary human leukocytes, anti-CD3, IL-2 HTRF, 48 h; Potency, µM (top dose mostly 9.22 µM), inactives show at the highest dose activation of IL-2 secretion, usual class: activators; 330,000 tested, under 10 active; AID 504894; further: % of control where 0% means no effect
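Compounds are tested in HTS on primary human leukocytes co-incubated with a-CD3 beads for 48 hr. IL-2 output is measured by time-resolved FRET.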
MBNL1 CUG block = blocks human MBNL1 binding to CUG repeat RNA. Q9NR56. TR-FRET MBNL1-His/biotin-(CUG)12 binding, 665/545 ratio. Potency, µM (doses to about 57.5 µM), for inactives: at the top dose activity change, negative = inhibition, hits mostly inhibitors. actives 0.036% (n = 280,000). AID 2675; active means well fitted inhibition curve with a large enough effect in the signal ratio, with a control signal flat, not every such curve was filed as active; inconclusive means small, poorly fitted or top-dose-only effect, or effect the other way, or a change in a side signal; inactive means no such curve, though single readings can be large or run the other way; the % refers to the signal ratio; further: potency means the concentration at half of the fitted maximal effect; on the % scale 0 is the no-effect control and ±100 the full control effect
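TR-FRET between His-tagged MBNL1 and biotin-(CUG)12 RNA, detected with Tb anti-His antibody (0.055 ng/ul) and streptavidin-XL665 (5 nM), 60 min at room temperature. Compounds titrated 92 nM to 58 uM; 665/545 nm ratio normalized to buffer and complex controls.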
TSG101-PTAP inh = blocks PTAP/TSG101 interaction to inhibit HIV-1 budding; Q99816; Potency, µM (titrated, usually from 115 µM), for the others: top-dose activity change, negative = inhibition, usual class: inhibitors; Fluorescence polarization, FITC-PTAP peptide / Tsg101 binding; 340,000 tested, under 10 active; active means well fitted inhibition curve with a large enough effect in the main read-out, with a control signal flat, not every such curve was filed as active; inconclusive means small, poorly fitted or top-dose-only effect, or effect the other way, or a change in a side signal; inactive means no such curve, though single readings can be large or run the other way; further: potency means the concentration at half of the fitted maximal effect; % of control where 0% means no effect
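Compounds were pin-transferred onto Tsg101 binding domain (10 uM final) in HEPES pH 7.5 buffer, then FITC-PTAP peptide was added at 50 nM final. After 20 min at RT, polarization reported peptide displacement across a qHTS concentration series.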
Mito fusion yeast = inhibitors of mitochondrial division or activators of mitochondrial fusion; S. cerevisiae fusion-defective mutant growth rescue, CellTiterGlo 48 h; Potency, µM (doses to about 46.1 µM), without a hit: at the top dose growth rescue (activation), hits mostly activators; actives 0.23% (n = 320,000); AID 485298;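 further: potency means the concentration at half of the fitted maximal effect; % of control where 0% means no effect; nearly all actives have a fitted effect of over 45% in size; temperature-sensitive fusion mutants such as fzo1-1 at 37 °C on non-fermentable ethanol glycerol medium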
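Read-out: ATP-based luminescence (CellTiterGlo, 10 min ambient) reporting growth of fusion-defective ts yeast after 48 hours at 37C on glycerol/ethanol YPEG medium in the presence of compound.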
An asterisk follows results filed as active; [ ] = remark or other dose. Unless noted, the call rests on the fitted dose curve; in most records, active means well fitted curve in the direction sought with a large enough effect; inconclusive means small, poorly fitted or top-dose-only effect, or another doubt; inactive means no such curve, though single readings can be large; an effect the other way counts as inactive or inconclusive. Some of the compounds tested; the hit share may differ from the screen's.

Screening Cc1c(NC(=O)C2CCN(S(=O)(=O)c3ccccc3)CC2)c(=O)n(-c2ccccc2)n1C returned A-T KAP1 phos 1%, Menin-MLL TR inh 1%, ASM inhibitor 2%, MLL CXXC-DNA inh -8%, a7 integrin act -8%, TSHR antagonist -7, TCR activator 0%, MBNL1 CUG block -13%, TSG101-PTAP inh -3% and Mito fusion yeast -4%.
For O=C(c1ccco1)N1CCCN(Cc2nc(-c3cccs3)no2)CC1 the results were A-T KAP1 phos 6%, Menin-MLL TR inh inconclusive, ASM inhibitor 2%, MLL CXXC-DNA inh 3%, a7 integrin act -30%, TSHR antagonist 4, TCR activator 0%, MBNL1 CUG block 0%, TSG101-PTAP inh -4% and Mito fusion yeast -2%.
`COCCCNc1nc(N)c([N+](=O)[O-])c(NCc2ccccc2)n1` gave A-T KAP1 phos 4%, Menin-MLL TR inh -22%, ASM inhibitor -6%, MLL CXXC-DNA inh 3%, a7 integrin act -16%, TSHR antagonist 13, TCR activator -3%, MBNL1 CUG block inconclusive, TSG101-PTAP inh 1% and Mito fusion yeast 30%.
`NC(=O)c1ccc(C(=O)c2ccc([N+](=O)[O-])cc2)cc1` gave A-T KAP1 phos 5%, Menin-MLL TR inh -2%, ASM inhibitor 5%, MLL CXXC-DNA inh -6%, a7 integrin act 2%, TSHR antagonist -8, TCR activator -1%[46.1 µM], MBNL1 CUG block inconclusive, TSG101-PTAP inh -2% and Mito fusion yeast -3%.
Screening Cn1cc(-c2ccccc2C(=O)O)c(=O)c2ccccc21 returned A-T KAP1 phos -16%, Menin-MLL TR inh -12%, ASM inhibitor 3%, MLL CXXC-DNA inh -4%, a7 integrin act 18%, TSHR antagonist 1, TCR activator 12%, MBNL1 CUG block 3%, TSG101-PTAP inh -8% and Mito fusion yeast -2%.
O=C(c1cc(-c2cccc(O)c2)on1)N1CCOCC1 was read as A-T KAP1 phos -3%, Menin-MLL TR inh 11%, ASM inhibitor 0%, MLL CXXC-DNA inh -1%, a7 integrin act -3%, TSHR antagonist 14, TCR activator -5%, MBNL1 CUG block -2%, TSG101-PTAP inh 2% and Mito fusion yeast -9%.
`O=C(NCCN1CCCC1)c1ccc(Cn2c(=S)[nH]c3cc4c(cc3c2=O)OCO4)cc1` gave A-T KAP1 phos -2%, Menin-MLL TR inh 2%, ASM inhibitor -3%, MLL CXXC-DNA inh 16%, a7 integrin act 2%, TSHR antagonist -10, TCR activator 1%, MBNL1 CUG block 26%, TSG101-PTAP inh -3% and Mito fusion yeast 2%.
Cc1cccc(OCc2ccc(C(=O)Nc3cc(C)on3)o2)c1 was read as A-T KAP1 phos 13%, Menin-MLL TR inh 6%, ASM inhibitor -3%, MLL CXXC-DNA inh 5%, a7 integrin act -16%, TSHR antagonist 1, TCR activator 1%, MBNL1 CUG block -9%, TSG101-PTAP inh 4% and Mito fusion yeast 3%.
`CN(CC(=O)N(C)CC(=O)Nc1c(Cl)cccc1Cl)Cc1ccc(Br)s1` gave A-T KAP1 phos 0%, ASM inhibitor 3%, a7 integrin act 13%, TSHR antagonist 4, TSG101-PTAP inh -1% and Mito fusion yeast 4%.
Cc1ccccc1/C=N/Nc1ccc(Cl)nn1 was read as A-T KAP1 phos -5%, Menin-MLL TR inh -7%, ASM inhibitor -1%, MLL CXXC-DNA inh 4%, a7 integrin act 0%, TSHR antagonist -2, TCR activator -1%, MBNL1 CUG block 10%, TSG101-PTAP inh -2% and Mito fusion yeast -3%.
Screening COc1ccc(CCNC(=O)CNS(=O)(=O)c2ccc(Cl)cc2)cc1 returned ASM inhibitor 4%, a7 integrin act -14%, TCR activator -1% and TSG101-PTAP inh 0%.
Screening COc1ccc(S(=O)(=O)N2CCOC2CNC(=O)C(=O)NCc2ccco2)cc1OC (stereo not drawn) returned A-T KAP1 phos 0%, ASM inhibitor -2%, MLL CXXC-DNA inh 5%, a7 integrin act 0%, TSHR antagonist -3, TCR activator 0%, MBNL1 CUG block 0%, TSG101-PTAP inh -7% and Mito fusion yeast 0%.
COc1ccc(NC(=O)c2ccccc2-c2ccccc2)c(C)c1 was read as A-T KAP1 phos 0%, Menin-MLL TR inh -11%, ASM inhibitor 1%, MLL CXXC-DNA inh -3%, a7 integrin act -1%, TSHR antagonist 0, TCR activator 9%, MBNL1 CUG block -1%, TSG101-PTAP inh -2% and Mito fusion yeast 15%.
`CN(C)CCNc1oc(-c2ccccc2Cl)nc1S(=O)(=O)c1ccccc1` gave A-T KAP1 phos 0%, ASM inhibitor 0%, a7 integrin act 24%, TSHR antagonist -1, TCR activator 8%, TSG101-PTAP inh -7% and Mito fusion yeast 2%.
Screening Cc1cc(C)nc(NS(=O)(=O)c2ccc(NC(=O)c3cccs3)cc2)n1 returned A-T KAP1 phos 4%, Menin-MLL TR inh -7%, ASM inhibitor 15%, MLL CXXC-DNA inh 6%, a7 integrin act 15%, TSHR antagonist 18, TCR activator -4%, MBNL1 CUG block -9%, TSG101-PTAP inh 2% and Mito fusion yeast 3%.
COc1ccc(S(=O)(=O)N(C)CC(=O)N2CCN(C)CC2)cc1C was read as A-T KAP1 phos 1%, Menin-MLL TR inh 16%, ASM inhibitor 3%, MLL CXXC-DNA inh -4%, a7 integrin act 8%, TSHR antagonist 2, TCR activator -3%, MBNL1 CUG block 1%, TSG101-PTAP inh -5% and Mito fusion yeast -1%.
Screening CC(=O)Nc1ccc(S(=O)(=O)NCCC(=O)Nc2ccc(C)cn2)cc1 returned A-T KAP1 phos -1%, ASM inhibitor -2%, MLL CXXC-DNA inh 6%, a7 integrin act 0%, TSHR antagonist 2, TCR activator 3%, MBNL1 CUG block 7%, TSG101-PTAP inh -3% and Mito fusion yeast -1%.
CCCn1nnnc1SCC(=O)Nc1ccc(F)cc1 was read as A-T KAP1 phos 9%, Menin-MLL TR inh 9%, ASM inhibitor 1%, MLL CXXC-DNA inh 6%, a7 integrin act -13%, TSHR antagonist -14, TCR activator 2%, MBNL1 CUG block 4%, TSG101-PTAP inh -1% and Mito fusion yeast 4%.
`CC1CCCCC1NC(=O)CSc1nncs1` (stereo not drawn) gave A-T KAP1 phos 3%, Menin-MLL TR inh 2%, ASM inhibitor -1%, MLL CXXC-DNA inh -5%, a7 integrin act -8%, TSHR antagonist 5, TCR activator -16%, MBNL1 CUG block -9%, TSG101-PTAP inh 1% and Mito fusion yeast -1%.
Cc1ccc(NC(=O)CSc2ccc(C(N)=O)cc2[N+](=O)[O-])cc1C was read as A-T KAP1 phos -2%, Menin-MLL TR inh inconclusive, ASM inhibitor -1%, MLL CXXC-DNA inh 6%, a7 integrin act 6%, TSHR antagonist -11, TCR activator 1%, MBNL1 CUG block -2%, TSG101-PTAP inh -1% and Mito fusion yeast 1%.
O=C(CCC(=O)Nc1ccc(Br)cc1)N/N=C/c1ccccc1O was read as A-T KAP1 phos 3%, Menin-MLL TR inh inconclusive, ASM inhibitor 281%[activator], MLL CXXC-DNA inh inconclusive, a7 integrin act -24%, TSHR antagonist -4, TCR activator 2%, MBNL1 CUG block -6%, TSG101-PTAP inh -4% and Mito fusion yeast 1%.
Cc1ccc2cc(CN(Cc3cccs3)C(=O)c3ccco3)c3nnnn3c2c1C was read as A-T KAP1 phos -3%, Menin-MLL TR inh 6%, MLL CXXC-DNA inh inconclusive, TSHR antagonist 24, TCR activator 1%[46.1 µM] and Mito fusion yeast 0%.
`CC(C)(C)c1nnc(NC(=O)Cc2ccc(Br)cc2)s1` gave A-T KAP1 phos 4%, Menin-MLL TR inh 1%, ASM inhibitor -1%, MLL CXXC-DNA inh 3%, a7 integrin act 20%, TSHR antagonist 6, TCR activator 2%[46.1 µM], MBNL1 CUG block -15%, TSG101-PTAP inh -2% and Mito fusion yeast -3%.
Screening Cc1noc(C)c1C(=O)N1CCc2ccccc21 returned A-T KAP1 phos 9%, Menin-MLL TR inh -6%, ASM inhibitor 3%, MLL CXXC-DNA inh 1%, a7 integrin act 20%, TSHR antagonist 6, MBNL1 CUG block -1% and Mito fusion yeast -3%.
For O=C(N/N=C/c1ccncc1)c1cc(-c2ccc(Br)s2)[nH]n1 the results were A-T KAP1 phos 2%, Menin-MLL TR inh 16%, ASM inhibitor -8%, MLL CXXC-DNA inh 20%, a7 integrin act 19%, TSHR antagonist -7, TCR activator 0%, MBNL1 CUG block inconclusive, TSG101-PTAP inh -8% and Mito fusion yeast 20%.
For COc1ccccc1CNC(=O)c1cn(C)c2ccc(S(=O)(=O)N3CCCC3)cc2c1=O the results were A-T KAP1 phos 7%, Menin-MLL TR inh -4%, ASM inhibitor -3%, MLL CXXC-DNA inh 18%, a7 integrin act -1%, TSHR antagonist -23, TCR activator -4%, MBNL1 CUG block -4%, TSG101-PTAP inh -1% and Mito fusion yeast 2%.
`Clc1cc(Br)ccc1OCCCNCc1ccccc1` gave A-T KAP1 phos 3%, Menin-MLL TR inh -8%, ASM inhibitor 1%, MLL CXXC-DNA inh 3%, a7 integrin act -51%[inhibitor], TSHR antagonist -1, TCR activator -3%[46.1 µM], MBNL1 CUG block 3%, TSG101-PTAP inh -2% and Mito fusion yeast -17%.

Screening data deposited in PubChem BioAssay by National Center for Advancing Translational Sciences (NCATS).
